Screens as filed in PubChem.
Tb PFK block = blocks T. brucei phosphofructokinase; O15648; T. brucei PFK, ADP-Glo luminescence; hit rate 0.17% among 330,000; Potency, µM (doses to about 57.5 µM), inactives show at the highest dose activity, negative = inhibition, actives largely listed as inhibitors;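 further: potency means the concentration at half of the fitted maximal effect; 0% = uninhibited 1x PFK enzyme wells and -100% = no-enzyme wells; nearly all actives have a fitted effect of over 60% in size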
Target sequence (O15648 whole entry, looked up): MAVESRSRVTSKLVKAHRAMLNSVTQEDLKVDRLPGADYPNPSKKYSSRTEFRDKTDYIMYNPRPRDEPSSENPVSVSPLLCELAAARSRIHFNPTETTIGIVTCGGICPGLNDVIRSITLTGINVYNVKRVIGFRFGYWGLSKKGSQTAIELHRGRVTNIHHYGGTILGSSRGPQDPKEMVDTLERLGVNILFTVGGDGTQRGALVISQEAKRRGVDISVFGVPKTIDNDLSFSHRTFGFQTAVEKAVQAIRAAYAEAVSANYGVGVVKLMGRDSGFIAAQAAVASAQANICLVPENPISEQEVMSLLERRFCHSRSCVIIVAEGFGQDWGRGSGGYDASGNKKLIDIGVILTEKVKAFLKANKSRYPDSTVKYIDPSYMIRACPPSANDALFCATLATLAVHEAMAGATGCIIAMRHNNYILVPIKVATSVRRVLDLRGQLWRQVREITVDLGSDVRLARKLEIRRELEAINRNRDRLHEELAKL
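Activity is normalized to no-enzyme wells (full inhibition) and 1.25 nM enzyme wells (no inhibition). Reaction: 0.5 mM F6P, 0.1 mM ATP, 45 min RT, ADP-Glo luminescence; concentration-response curves fitted and classed by quality.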
RORg inh = blocks mouse ROR gamma transcriptional activity. P51450. Drosophila S2 Gal4-RORgamma UAS-luciferase reporter, 20 h. Potency, µM (highest dose often 53.6 µM), without a hit: at the top dose activity change, negative = inhibition, most hits filed as inhibitors. hit rate 5.4% among 310,000; further: potency means the concentration at half of the fitted maximal effect; on the % scale 0 is the no-effect control and ±100 the full control effect; nearly all actives have a fitted effect of over 60% in size
Target sequence (P51450 whole entry, looked up, the tested form may be a part): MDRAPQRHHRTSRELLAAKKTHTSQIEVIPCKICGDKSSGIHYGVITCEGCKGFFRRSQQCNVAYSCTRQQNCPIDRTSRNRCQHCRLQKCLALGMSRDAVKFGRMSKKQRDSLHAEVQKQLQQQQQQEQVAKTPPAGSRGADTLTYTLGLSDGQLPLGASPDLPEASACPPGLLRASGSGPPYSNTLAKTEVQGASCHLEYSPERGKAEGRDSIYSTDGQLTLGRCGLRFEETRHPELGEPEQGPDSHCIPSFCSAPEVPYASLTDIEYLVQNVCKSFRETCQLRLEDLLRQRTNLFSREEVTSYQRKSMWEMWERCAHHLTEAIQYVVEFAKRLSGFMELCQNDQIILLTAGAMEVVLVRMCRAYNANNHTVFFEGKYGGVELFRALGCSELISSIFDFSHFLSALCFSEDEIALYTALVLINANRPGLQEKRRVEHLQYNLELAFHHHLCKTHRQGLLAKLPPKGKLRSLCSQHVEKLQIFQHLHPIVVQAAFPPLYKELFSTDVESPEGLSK
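Using a luciferase readout, inhibitors were identified by reduced reporter activity in Drosophila cells coexpressing a copper-inducible Gal4–ROR gamma fusion and UAS-driven Photinus luciferase, incubated 20 hr after 700 uM copper sulfate.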
NPC1 promoter act = NPC1 promoter activation; Huh7 NPC1 promoter luciferase reporter, 24 h; hit rate 2.4% among 320,000; Potency, µM (titrated, usually from 9.22 µM), for inactives: at the top dose activation, actives largely listed as activators;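 further: potency means the concentration at half of the fitted maximal effect; % of control where 0% means no effect; nearly all actives have a fitted effect of over 60% in size; reporter is driven by a mutant NPC1 promoter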
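NPC1 promoter–luciferase Huh7 cells; 24 h compound; luminescence.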
uPA generation = inhibitors of cell surface uPA generation | cell surface uPA generation assay, qHTS | Potency, µM (top dose mostly 38.3 µM), for inactives: at the highest dose activity change, negative = inhibition, hits mostly inhibitors | hit rate 0.31% among 330,000; active means well fitted inhibition curve with a large enough effect; inconclusive means small, poorly fitted or top-dose-only effect; inactive means no such curve, though single readings can be large or run the other way; tested in mouse RAW 264.7 cells; further: potency means the concentration at half of the fitted maximal effect; on the % scale 0 is the no-effect control and ±100 the full control effect; nearly all actives have a fitted effect of over 55% in size
Rab9 prom act = activators of Rab9 promoter; Huh7 Rab9 promoter-luciferase reporter, luminescence, 24 h; Potency, µM (titrated, usually from 9.22 µM), for inactives: top-dose activation, negative = inhibition, actives largely listed as activators; hit rate 2.8% among 320,000; AID 485297; further: potency means the concentration at half of the fitted maximal effect; % of control where 0% means no effect; nearly all actives have a fitted effect of over 60% in size
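Huh7 reporter line, Rab9 promoter upstream of luciferase. Compound exposure 24 h at 37 °C in reduced-serum medium with 10% FBS. Read-out: luminescence.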
Gal4-VP16 FLuc = Gal4-VP16 reporter inhibition counter-screen. Drosophila S2 Gal4-VP16 UAS-luciferase, luminescence, 20 h. Potency, µM (titrated, usually from 53.6 µM), without a hit: at the top dose activity, negative = inhibition, most hits filed as inhibitors. hit rate 3.5% among 310,000;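 further: Gal4-VP16 expression switched on by copper sulfate through the metallothionein promoter; potency means the concentration at half of the fitted maximal effect; on the % scale 0 is the no-effect control and ±100 the full control effect; nearly all actives have a fitted effect of over 50% in size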
ELG1 genotox = inducers of genotoxicity in HEK293T ELG1-luciferase cells. HEK293T ELG1-luciferase reporter, luminescence, 16 h. hit rate 1.3% among 330,000. Potency, µM (highest dose often 46 µM), for the others: at the highest dose activity change, positive = activation, most hits filed as activators; further: potency means the concentration at half of the fitted maximal effect; % of control where 0% means no effect; nearly all actives have a fitted effect of over 60% in size
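Luminescence read-out: rising ELG1-luciferase signal, reflecting elevated ELG1 protein under genetic stress, flags genotoxic compounds. Cells were treated for 16 hr at 37 °C before ONE-Glo detection.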
KCNH2 3.1 inh = blocks the human KCNH2 3.1 channel isoform; U2OS KCNH2 3.1, thallium flux FluxOr; hits give low values; activity change, % (tested at about 1.8 µM); hit rate 0.95% among 340,000; AID 720553;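 active means maximum activity change below -70%; inconclusive means maximum activity change from -70% to -50%; inactive means maximum activity change above -50%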;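 further: thallium influx rate constant from kinetic fluorescence after stimulation buffer; on the % scale 0 is the no-effect control and ±100 the full control effect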
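Virally transduced U2OS (3.1 isoform, 4 h infection in dark at RT) → overnight 37 C → FluxOr + Red40 in HBSS/HEPES, 45 min → stimulation buffer, 2 min kinetic read → rate constant vs DMSO controls.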
FBPA coupling cs = counter-screen for Giardia aldolase inhibitors: coupling enzyme system | hit rate 0.67% among 290,000 | AID 2472 | activity change, negative = inhibition, % at 58.2 µM, hits read low | coupling enzyme system counterscreen, AmpLite Red fluorescence; in the data active means activity change below about -30%; further: on the % scale 0 is the no-effect control and ±100 the full control effect
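First, compound is pin-transferred into glyceraldehyde-3-phosphate coupling-enzyme reagent at 57.5 uM final and held 10 min at RT. Next, substrate, coupling system and AmpLite Red are added. After 20 min RT, fluorescence (525/598 nm) is read.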
FLuc modulator = inhibits or activates purified firefly luciferase, miR-21 counter-screen | purified FLuc, Km substrates, luminescence inhibition | Potency, µM (titrated, usually from 57.5 µM), without a hit: top-dose activity change, negative = inhibition, most hits filed as inhibitors | hit rate 6.9% among 360,000;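 further: potency means the concentration at half of the fitted maximal effect; plate controls were vehicle for no effect and reference inhibitor for full effect; nearly all actives have a fitted effect of over 55% in size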
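Biochemical qHTS of compounds, final roughly 60 µM downward over six points, against 10 nM purified firefly luciferase using Km concentrations of substrates (10 uM D-luciferin, 10 uM ATP) in Tris acetate pH 7.5 buffer; luminescence output.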
Giardia killer = kills Giardia lamblia | Giardia lamblia trophozoite viability | activity change, % at 7.66 µM, hits read low | hit rate 0.15% among 340,000 | AID 540267; in the data active means activity change below about -80%; inconclusive means between about -30% and that limit;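 further: parasites exposed to compound for two days anaerobically before the ATP read; on the % scale 0 is the no-effect control and ±100 the full control effect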
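Trophozoite viability was measured as ATP-dependent luminescence, read 15-30 min after reagent addition. Before that, parasites at 100 cells/well were exposed to compounds for 48 h, anaerobically, at 37 deg C.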
* hit, by the source's call; ? = inconclusive; nt = not tested or not shown; & = joins results of further samples; [ ] = another dose, or the depositor's remark. Unless noted, the call rests on the fitted dose curve; in most records, active means well fitted curve in the direction sought with a large enough effect; inconclusive means small, poorly fitted or top-dose-only effect, or another doubt; inactive means no such curve, though single readings can be large; an effect the other way counts as inactive or inconclusive.

Values in the order – Tb PFK block, RORg inh, NPC1 promoter act, uPA generation, Rab9 prom act, Gal4-VP16 FLuc, ELG1 genotox, KCNH2 3.1 inh, FBPA coupling cs, FLuc modulator, Giardia killer
1. Cc1ccc(C(C2=C(O)CC(C)(C)CC2=O)C2C(=O)CC(C)(C)CC2=O)o1 (stereo not given)
    ?, -1.1%, 2.0%, 2.2%, 0.1%, -5.0%, 1.0%, -37.6, 2.6, ?, 11.4
2. O=C1NCCCC1C(=O)N/N=C/c1ccc(Cl)cc1 (stereo not given)
    -3.8%, 3.0%, 8.9%, -2.5%, 16.7%, -21.0%, 2.3%, -0.5, -1.2, ?, 12.0
3. O=C(O)CCc1ccc(-c2cccs2)n1NC(=O)c1cccs1
    -2.6%, -17.4%, -3.0%, 1.2%, -3.2%, 7.4%, 0.5%, 5.2, 3.2, 1.2%, 12.3
4. CCc1ccccc1Nc1nc(N)nc(COC(=O)CCNS(=O)(=O)c2ccccc2)n1
    7.8%, nt, -0.1%, -0.3%, -2.4%, nt, -0.1%, 8.6, nt, -1.6%, 10.7
5. c1ccc(C2(CN3CCNC[C@@H]3CC3CCCCC3)CC2)cc1
    -1.2%, nt, nt, -3.7%, nt, nt, -1.0%, 20.5, nt, nt, -8.4
6. O=C(Nc1ccc(F)c(F)c1)c1ccccc1-c1ccccc1
    -10.2%, -20.6%, -1.9%, -3.9%, -0.7%, 3.5%, 1.8%, -9.6, 1.0, 1.3%, 2.0
7. COc1cc2c(cc1OC)CN(C(=O)c1cc(S(=O)(=O)N3CCOCC3)ccc1C)CC2
    -1.5%, nt, 0.3%, -4.2%, -2.1%, nt, -0.5%, 1.1, nt, -7.4%, -2.3
8. COc1ccc(CCC(=O)Nc2nc3c(s2)CN(C)CC3)cc1OC
    -1.3%, -19.1%, -0.4%, 0.4%, 1.9%, -0.1%, 3.2%, -6.2, -0.2, -0.6%, -20.1
9. Cc1ncn(-c2ccc(C(=O)Oc3ccccc3)cn2)n1
    2.9%, -12.1%, -0.5%, 4.4%, -3.6%, -8.7%, 1.3%, 22.8, 0.4, ?, -17.7
10. O=[N+]([O-])c1ccc(N2CCN(c3ccccc3F)CC2)nc1
    -0.3%, -9.1%, 2.1%, 3.3%, 12.8%, 4.2%, 5.2%, 2.0, 1.9, 6.4%, 0.4
11. CN1CCN(CCCNC(=O)Cn2ncc3c4ccccc4n(C)c3c2=O)CC1
    9.1%, -7.9%, -5.0%, 0.1%, -0.7%, 3.9%, 6.0%, 19.4, 1.4, 0.6%, -20.1
12. Cc1cc(C(=O)CN2C(=O)NC3(CCCCC3C)C2=O)c(C)n1Cc1cccs1 (stereo not given)
    6.8%, ?, 3.98µM*, 4.8%, 2.82µM*, 19.3%, ?, -10.6, 0.0, 6.75µM*, -28.0
13. CSc1c(CC(=O)Nc2ccccc2)n(C)c2ccccc12
    2.4%, ?, -1.1%, ?, 3.3%, -11.9%, 3.0%, 14.6, 0.0, 6.0%, 29.2
14. S=C(NCCc1ccccc1)Nc1cnc2ccccc2c1
    4.3%, -99.6%, 25.4%, 10.9%, ?, ?, ?, 8.5, -0.1, 26.9µM*, 20.5
15. CCCOc1ccc(-c2nc(C#N)c(NCCCn3ccnc3)o2)cc1
    -0.6%, 28.5%, -41.6%[inhibitor], nt, 9.1%, -18.2%, -1.2%, 16.0, 6.7, ?, -3.5
16. CCCCn1nc(C(=O)NCC2COc3ccccc3O2)c2ccccc2c1=O (stereo not given)
    -0.9%, nt, -3.3%, -1.2%, 0.1%, nt, -3.5%, 4.2, nt, 4.4%, 29.0
17. Cc1nc(/N=C(\N)NC(=O)N2c3ccccc3Sc3ccccc32)nc2ccccc12
    2.6%, 9.7%, 0.4%, 1.6%, 1.1%, -6.3%, -1.8%, -4.0, -4.2, 0.4%, -16.6
18. CC(=O)c1ccc(NC(=O)CC2Nc3cccc4cccc(c34)NC2=O)cc1 (stereo not given)
    -6.5%, 8.3%, -3.8%, 7.1%, -2.5%, -4.0%, -10.4%, 3.7, -30.6*, -19.7%, 4.2
19. CSc1nsc(SCC(=O)Nc2nc3ccc(C)cc3s2)n1
    0.8%, ?, 9.1%, -5.5%, 12.9%, ?, ?, -0.9, -0.5, -15.2%, -23.9
20. O=C(NCc1ccccc1Cl)c1ccc(S(=O)(=O)N2CCCC2)cc1
    -3.9%, nt, -3.0%, 2.9%, 0.0%, nt, -0.4%, -0.7, nt, nt, -10.5
21. CCn1cc(C(=O)O)c(=O)c2cc(F)c(N3CCN(C(=S)NC(=O)c4ccccc4F)CC3)cc21
    -2.0%, -3.8%, 2.1%, 2.3%, -0.6%, 4.0%, -4.5%, 11.6, -6.8, 1.5%, 9.7
22. CCc1ccccc1NCC(=O)Nc1ccccc1C(=O)OC
    -2.5%, ?, -0.3%, -5.0%, 3.2%, 4.7%, -1.4%, nt, 1.1, -0.2%, -11.8
23. O=C(c1ccc2c(c1)OCO2)N1CCOCC1
    0.6%, ?, -1.4%, 2.3%, 9.8%, -0.3%, 5.3%, -16.6, 2.6, -1.9%, -0.5
24. CC(=O)Nc1ccc2nc(-c3cccnc3)[nH]c2c1
    -4.3%, 37.4%, 0.3%, -2.8%, 12.0%, -1.3%, 2.4%, 3.4, -0.4, ?, -5.2
25. COc1ccc(/C=C2\CC/C(=C\c3ccc(OC)cc3OC)C2=O)c(OC)c1
    1.5%, -38.2%, 14.1%, 8.1%, 20.6%, -11.7%, ?, -21.6, 0.4, ?, -2.5
26. CC(C)(C)OC(=O)N1CCN(c2ccc(CNC(=O)c3ccc(Cl)cc3)cc2)CC1
    1.4%, 41.0%, -12.6%, -6.1%, -10.1%, -6.0%, -5.5%, -15.2, 3.7, -1.4%, -8.0
27. O=C(CCc1ccccc1)N=C1SC2CS(=O)(=O)CC2N1Cc1ccc(F)cc1 (stereo not given)
    -0.1%, 5.7%, -43.9%[inhibitor], -1.2%, -3.9%, -8.5%, 6.6%, -10.0, 1.3, -1.3%, 26.4
28. O=C(OCC(=O)N1CCN(C(=O)c2ccco2)CC1)c1ccccc1NCCO
    -23.6%, nt, 11.5%, -0.2%, 1.8%, nt, 1.1%, 7.1, nt, -9.6%, -5.0
29. Cc1ccc(S(=O)(=O)N2CCNC(=O)CC2)cc1
    2.0%, 12.4%, -5.2%, 1.5%, -3.7%, 6.3%, -13.2%, 3.0, -1.4, 3.8%, 11.6
30. Cn1c(N)c(S(=O)(=O)NCc2ccccc2Cl)c(=O)n(C)c1=O
    0.7%, -6.7%, 0.9%, -10.5%, -0.5%, -6.1%, -1.3%, -14.0, 0.1, 3.4%, -14.3
31. CCCc1ccc(C(C)NC(=O)c2cnccn2)cc1 (stereo not given)
    -3.5%, ?, -3.5%, 2.5%, -5.0%, ?, -5.5%, 3.9, -1.5, 9.2%, -9.7
32. CC(NC(=O)c1ccccc1)c1ccc(Br)cc1 (stereo not given)
    -6.4%, 20.0%, -2.9%, -2.0%, 2.9%, 8.8%, 1.5%, -15.8, 0.0, -2.2%, 3.5
33. CCOC(=O)N1CCC(Nc2c(NCCN3CCN(c4cccc(Cl)c4)CC3)c(=O)c2=O)CC1
    -8.0%, 3.1%, -1.8%, 6.8%, -8.3%, -11.5%, 0.4%, -2.4, -2.3, 0.3%, 4.4
34. c1ccc2[nH]c(-c3ccncc3)nc2c1
    -3.9%&-10.6%, 6.4%&-7.6%, 14.6%&17.2%, -0.6%, 18.9%&24.0%, 4.6%&13.1%, 5.4%&8.6%, -12.9, -3.2&-2.9, ?, -6.7
35. CC(=O)n1c(Cl)c(NC(=O)CCl)c2ccccc21
    0.1%, -28.7%, -9.4%, -25.9%, -1.2%, 18.9%, -25.8%, -1.0, -0.8, 0.1%, 4.4
36. CCC(=O)N(CCC(c1ccco1)C(C)C)Cc1ccccc1 (stereo not given)
    0.0%, 27.9%, 5.1%, 6.5%, 4.5%, 22.4%, -8.0%, -1.6, 4.7, -1.2%, -0.1
37. O=C(NC1CCCCC1)C(=S)N1CCOCC1
    -16.3%, 3.2%, -6.2%, 0.8%, -2.4%[1.84 µM], 7.4%[10 µM], 2.9%, 7.5, -1.7, -1.9%, -12.4
38. C/C=C(\C)c1nnc(NC(=O)c2ccco2)s1
    -1.4%, 8.5%, ?, -0.5%, ?, ?, 16.4µM*, -4.4, 2.4, 15.1µM*, 14.6
39. O=C(O)c1cn[nH]c1-c1cccc([N+](=O)[O-])c1
    6.8%, -12.1%, -7.1%, 3.2%, -2.1%, 5.8%, 1.6%, 0.5, 0.9, 2.6%, 3.8
40. COc1ccc(CNc2ccc(-c3ccc(OC)cc3)nn2)cc1
    -2.3%, 5.5%, ?, nt, ?, 7.6%, 12.2%, -10.6, 0.2, -15.9%, -20.0
